TNAP inh hi DEA: inhibitors of human TNAP at high phosphate acceptor concentration; P05186; 200,000 tested, 0.03% active; inhibition, % at 20 µM; purified TNAP, CDP-star luminescence, 1 M DEA;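 active = over 50% inhibition of tissue-nonspecific alkaline phosphatase at 20 µM in the single-dose screen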;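 note: plate controls were DMSO wells for no effect and EDTA-quenched wells as full inhibition for full effect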
Target sequence (P05186 whole entry, looked up): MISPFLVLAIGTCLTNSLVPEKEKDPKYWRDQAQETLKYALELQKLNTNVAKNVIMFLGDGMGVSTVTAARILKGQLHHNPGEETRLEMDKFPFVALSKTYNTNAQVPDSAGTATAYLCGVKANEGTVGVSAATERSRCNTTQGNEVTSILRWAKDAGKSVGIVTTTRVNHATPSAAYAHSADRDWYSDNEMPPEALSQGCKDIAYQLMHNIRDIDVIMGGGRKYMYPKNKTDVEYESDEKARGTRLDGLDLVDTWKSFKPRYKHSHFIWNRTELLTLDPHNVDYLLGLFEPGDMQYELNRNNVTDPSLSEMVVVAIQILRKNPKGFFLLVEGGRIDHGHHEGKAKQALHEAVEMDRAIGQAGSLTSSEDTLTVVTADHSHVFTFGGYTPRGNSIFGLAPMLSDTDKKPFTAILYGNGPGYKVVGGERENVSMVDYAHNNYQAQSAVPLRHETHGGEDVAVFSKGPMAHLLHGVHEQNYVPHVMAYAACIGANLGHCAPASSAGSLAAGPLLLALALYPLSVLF
PMI activator: increases human mannose-6-phosphate isomerase activity; AID 1214; activation factor at 20 µM; P34949; purified human PMI, coupled resazurin fluorescence, 20 min; hits give high values; 1 = vehicle control, 0 substrate-free wells; 190,000 tested, 0.005% active;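 active = activation factor of 2 or more at 20 µM, relative to plate controls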
Target sequence (P34949 whole entry, looked up): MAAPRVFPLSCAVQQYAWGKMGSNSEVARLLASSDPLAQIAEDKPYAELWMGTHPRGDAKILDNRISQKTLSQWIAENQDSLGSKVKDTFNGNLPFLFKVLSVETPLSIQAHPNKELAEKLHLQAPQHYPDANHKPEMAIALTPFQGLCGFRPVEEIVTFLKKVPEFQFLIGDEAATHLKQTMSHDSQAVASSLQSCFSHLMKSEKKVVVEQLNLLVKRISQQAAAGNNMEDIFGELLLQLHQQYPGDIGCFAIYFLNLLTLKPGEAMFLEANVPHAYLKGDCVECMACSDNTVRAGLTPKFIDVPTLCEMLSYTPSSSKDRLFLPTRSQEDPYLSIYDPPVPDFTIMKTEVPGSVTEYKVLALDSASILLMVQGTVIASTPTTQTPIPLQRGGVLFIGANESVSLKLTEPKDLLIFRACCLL
FLuc stim CS: affects firefly luciferase, flagging false hits in luciferase stimulation screens; ATPlite luciferase biochemical, luminescence, 10 min; 0 = ATP-free wells, 1 = DMSO control; activation factor at 10 µM; 200,000 tested, under 10 active; AID 1027;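 active = luciferase activation factor, scaled between plate controls, of at least 2 with compound at 10 µM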
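System: cell-free luciferase reagent; medium: PBS as buffer for the ATP substrate; doses: test compounds dosed from 2 mM stocks in 100% DMSO; incubation: 10 min, room temperature; measured by: luminescence from luciferase reaction; read-out: luciferase activation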
PMI act hi M6P: PMI (human) activation, high substrate | 190,000 tested, 0.34% active | P34949 | activation factor at 20 µM | coupled PMI enzyme assay, resazurin fluorescence, 20 min; hits give high values; 1 = untreated enzyme, 0 = substrate-free blank;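 active = activation factor of 2 or more at 20 µM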
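Test system: human phosphomannose isomerase with PGI, G6PDH, diaphorase coupling enzymes / Doses: 20 µM compound, 1% DMSO / Times: enzyme reaction with compound 20 min at room temperature / Measured by: Diaphorase-driven resazurin-to-resorufin fluorescence, excitation 544, emission 590 nm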
TNAP inh noacc: TNAP (human) inhibition, acceptor-free conditions. 200,000 tested, 0.26% active. P05186. purified TNAP, CDP-star luminescence, 30 min. inhibition, % at 20 µM. AID 1012;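 active = tissue-nonspecific alkaline phosphatase inhibition above about 50% at 20 µM in the single-dose screen, limit read from the data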;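 note: 0% = DMSO negative control and 100% = EDTA positive control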
Diaphorase act: counter-screen for diaphorase-based assays: diaphorase activators and chemical reducers | Diaphorase/resazurin coupled assay, resorufin fluorescence, 16 min; hits give high values; 1 = vehicle wells, 0 = NADH-free wells | activation factor at 20 µM | 190,000 tested, 0.005% active | AID 1229;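 active = diaphorase activity raised at least twofold by the compound at 20 µM; inactive = activation factor below 2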
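Material: Purified diaphorase enzyme from Clostridium kluyveri | Buffer or medium: 50 mM HEPES pH 7.4 with 4.542 mM MgCl2, 0.005% Tween 20 | Times: 16 min enzyme reaction, ambient temperature | Signal: Red resorufin fluorescence at 544/590 nm excitation/emission | Measure: Increased resorufin signal from activators or reducing compounds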
G6PDH CS: inhibits Leuconostoc G6PDH, flagging false hits in G6PDH-based assays | Purified L. mesenteroides G6PDH, diaphorase/resazurin coupled fluorescence, 45 min | inhibition, % at 5 µM | 200,000 tested, 0.12% active | AID 1020; in the data active = inhibition above about 50%
TNAP act hi DEA: TNAP (human) activation, high acceptor | P05186 | purified TNAP, CDP-star luminescence, 1 M DEA, 30 min; hits give high values; 0 = EDTA background, 1 = DMSO-only activity | activation factor at 20 µM | 200,000 tested, under 10 active;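 active = activation factor at least 2 at 20 µM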
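system = human TNAP | amount = enzyme diluted 1/800 final | reagent = 100 µM CDP-star substrate | signal = luminescent substrate turnover signal | dosing = one dose, 20 µM | benchmarks = EDTA negative control, DMSO positive control | measure = activation factor | timing = 30 min reaction, room temperature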
HMGR II inh: inhibitors of class II HMG-CoA reductase from Enterococcus faecalis; purified E. faecalis HMGR, NADPH absorbance 340 nm kinetic; 190,000 tested, 0.41% active; inhibition, % at 10 µM;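 active = inhibition above a set limit, the median over all tested compounds plus 3 SD, cut at about 9.5% in these data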;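 note: enzyme runs in reverse so mevalonate oxidation gives rising NADPH absorbance; 0% = complete reaction with DMSO and 100% = background rate lacking mevalonate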
Diaph inh CS: diaphorase inhibition or chemical oxidation counter-screen; inhibition, % at 20 µM; diaphorase resazurin-to-resorufin fluorescence, NADH, 16 min; bacterial (C. kluyveri) enzyme, not human; 190,000 tested, 0.69% active;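 active = primary screen inhibition at 20 µM above a set limit, cut at about 50% in these data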;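 note: plate controls were DMSO with full reaction for no effect and wells lacking NADH for full effect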
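System: Bacterial diaphorase enzyme (C. kluyveri) | Incubation: 16-min room-temperature incubation before reading | Benchmarks: No-NADH positive control and DMSO neutral control | Measured by: Resorufin fluorescence 544/590 nm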
* hit, by the source's call; . = no result given.

Results follow in this order: G6PDH CS, Diaph inh CS, HMGR II inh, PMI activator, FLuc stim CS, TNAP inh hi DEA, PMI act hi M6P, Diaphorase act, TNAP inh noacc, TNAP act hi DEA
1) Cc1ccc(C(=O)NCC(=O)Nc2cccc(C(F)(F)F)c2)cc1
 : 1, 11, -6, 0.9, 1.1, -4, 0.9, 0.9, -18, 1
2) O=C(NCc1ccc2c(c1)OCO2)c1c(O)c2cccc3c2n(c1=O)CCC3
 : 5, 2, -2, 1.2, 1.1, -9, 1.2, 1, -5, 1.1
3) Cc1cc(C)c2[nH]c(=S)cc(C)c2c1
 : -1, 11, -1, 1.5, 1, -8, 1.8, 0.9, -8, 1.1
4) Cc1occc1-c1nnc(SCC(=O)c2c(N)n(Cc3ccccc3)c(=O)n(C)c2=O)n1C
 : 12, 17, -6, 1, 1, -5, 1, 0.8, -10, 1.1
5) Cc1cc(C)n2ncc(C(=O)O)c2n1
 : 3, 1, -6, 1, 1, -5, 1, 1, -8, 1.1
6) O=C(Nc1ccccc1N1CCOCC1)c1ccc2c(c1)C(=O)N(Cc1ccncc1)C2=O
 : 8, 3, -1, 1.1, 1, -5, 1, 1, -14, 1
7) COc1ccccc1N1C(=O)C2C3CC(c4ccccc4)C(C3)C2C1=O (stereo unspecified)
 : 7, 16, 0, 1, 1.1, -4, 1, 0.8, -2, 1
8) COc1ccccc1NC(=O)NCC(=O)Nc1ccc(F)c(F)c1
 : 2, 15, 1, 0.9, 1.1, -6, 0.9, 0.9, -8, 1.1
9) COC(=O)c1c(N)n(-c2ccc(N3CCOCC3)cc2)c2nc3ccccc3nc12
 : 1, 16, ., 1.2, 1, -2, 0.8, 0.8, -7, 1
10) CCCc1nccn1S(=O)(=O)c1cc(OC)ccc1OC
 : 12, 11, -1, 0.8, 1.1, -2, 1, 0.9, -6, 1
11) Clc1ccc(-c2nnc(N3CCCC3)nn2)cc1
 : -3, 12, 5, 1.3, 0.8, -1, 1.2, 0.9, -3, 1
12) CCOc1ccc2[nH]c(=O)c(CN(CCc3ccccc3)C(=O)N3CCOCC3)cc2c1
 : 7, -4, -3, 1, 1, 0, 1, 1, -1, 1
13) COc1cc2cc(CN(CCc3ccccc3C)C(=S)NCCCN(C)C)c(=O)[nH]c2cc1OC
 : -10, 10, -4, 0.8, 1.1, -2, 0.8, 0.9, 0, 1
14) O=C(CCn1c(=O)sc2ccccc21)Nc1ccon1
 : 10, -6, -2, 1.2, 0.8, -3, 1.2, 1.1, -8, 1
15) CCN1CCN(C(=S)Nc2ccsc2C(=O)OC)CC1
 : 1, -3, -2, 1, 1, -2, 1, 1, -4, 1
16) COc1ccc(C(=O)NNC(=O)C(C)NC(=O)c2ccccc2NC(=O)c2ccco2)cc1 (stereo unspecified)
 : 9, -12, 0, 1, 1.1, -7, 1.1, 1.1, -52, 1.1
17) COC(=O)CSCC(=O)Nc1nnc(-c2cccc(C)c2)s1
 : -7, 15, -4, 1, 0.9, -2, 1, 0.8, -1, 1
18) CC(=O)Nc1ccc(NC(=O)/C(=C/c2ccco2)NC(=O)c2ccccc2)cc1
 : 16, 11, -5, 1, 1, -5, 0.8, 0.9, -12, 1.1
19) O=C(NC(=S)NCCN1CCOCC1)c1ccc(Cl)cc1Cl
 : 3, 1, -3, 1.1, 1, -4, 1, 1, -8, 1
20) COc1ccc(/C=C/C=C2\NC(=S)NC2=O)cc1
 : -2, 22, -6, 1.4, 0.9, 10, 1.3, 0.8, 0, 0.9
21) CC(C)COc1ccc(CSCCNC(=S)Nc2ccccc2)cc1
 : -1, 7, 0, 0.9, 1, -4, 0.9, 0.9, -28, 1
22) Cc1ccc(NC(=O)COC(=O)c2ccc([N+](=O)[O-])s2)c(C)c1
 : -3, 12, -8, 0.9, 1, 1, 0.9, 0.9, -4, 1
23) N#CC1=C(N)C(C#N)(C#N)C2(CCC3(CC2)OCCO3)C2CC3(CC=C12)OCCO3 (stereo unspecified)
 : 15, -7, 3, 1.1, 1.1, -2, 1, 1.1, -12, 1
24) CCCc1ncc(C(O)c2ccc(OC)cc2)n1C (stereo unspecified)
 : -1, 19, -2, 1.1, 1.1, -6, 1.1, 0.8, -8, 1.1
25) Cc1ccccc1NC(=O)OCCN1CCN(Cc2ccccc2)CCC1=O
 : 11, 1, -1, 1, 1, 2, 1.1, 1, -2, 1
26) CC(=O)N1CCN(c2ccc(S(=O)(=O)N3CCCCC3)cn2)CC1
 : 8, -23, -5, 1.3, 1.1, -7, 1.2, 1.2, -7, 1.1
27) COc1cc(C2C(C#N)=C(N)Oc3n[nH]c(-c4cccs4)c32)cc(OC)c1O (stereo unspecified)
 : 40, 4, -1, 0.8, 1, 38, 0.5, 1, 54*, 0.6
28) C/C(=N\NC(=O)c1ccc(C)cc1C)c1ccc2c(c1)Nc1ccccc1S2
 : -14, 8, 0, 0.9, 1.2, 0, 1, 0.9, -20, 1
29) Cc1ccc(N2C(=O)N(CC(=O)NCc3ccccc3Cl)C(=O)C2C)cc1 (stereo unspecified)
 : 1, 7, -6, 1.1, 0.9, -2, 1, 0.9, -12, 1
30) Cc1nc(-c2ccccc2)sc1-c1nc(-c2ccccc2)ncc1S(=O)(=O)c1ccccc1
 : 0, 17, 6, 0.9, 1, 1, 0.9, 0.8, -10, 1
31) CN(C)c1ccc(CN(C(=O)COc2ccc(Br)cc2)C2CCS(=O)(=O)C2)cc1 (stereo unspecified)
 : 2, 12, 1, 1, 1, -6, 0.9, 0.9, -14, 1.1
32) CN1C(=O)c2ccccc2Sc2ccc(NC(=O)NC3CC3)cc21
 : 0, 11, -6, 1, 1, -6, 1, 0.9, -15, 1.1
33) CC(C)(C)c1ccc(N/N=C(\C#N)S(=O)(=O)C(C)(C)C)cc1
 : 4, -4, -8, 1.2, 1, -2, 1.1, 1, -3, 1
34) CNc1ncc(C(=O)c2ccc(Cl)c(Cl)c2)s1
 : 13, -4, -14, 1.1, 1, -3, 1, 1, 3, 1
35) Cc1cc(NC(=O)C2CCC2)n(-c2ccccn2)n1
 : 10, 1, -1, 1.1, 1.1, -9, 1.1, 1, -7, 1.1
36) Cc1ccc2cc(CCNC(=O)c3cccc([N+](=O)[O-])c3)c(=O)[nH]c2c1
 : 0, 24, -2, 0.9, 1, -2, 1, 0.8, -1, 1
37) C=CCN=C(NC#N)SCC(=O)NCc1ccccc1
 : 7, 26, 1, 0.9, 1, -4, 0.8, 0.7, -15, 1
38) Cn1ncc([N+](=O)[O-])c1C(=O)Nc1nc2ccccc2n1CCN1CCCCC1
 : 8, 9, -6, 0.9, 1, -2, 0.9, 0.9, -5, 1
39) O=C(Nc1ccccc1)Nc1nc(-c2ccc(F)cc2)cs1
 : 0, -8, 3, 1.1, 1, -2, 1.1, 1.1, -11, 1
40) COc1ccc(-n2cc(-c3ccccc3)nc2SC)cc1
 : 7, 12, 1, 1.1, 0.9, -2, 1, 0.9, -12, 1
41) Cc1cc(N2CCC(C)CC2)nc(-n2nc(C)cc2C)n1
 : -12, 20, -2, 0.8, 1.1, -8, 0.8, 0.8, -6, 1.1
42) CCOCC(=O)Nc1cccc(NC(C)=O)c1
 : 0, 16, 3, 0.9, 1, -3, 0.9, 0.8, -8, 1
43) N#Cc1cnn2cc(CCN3CCOCC3)c(-c3ccc(F)cc3)nc12
 : 8, 5, 1, 0.9, 1, 0, 1, 0.9, -6, 1
44) Cc1sc2ncn(CC(=O)NCc3ccccn3)c(=O)c2c1S(=O)(=O)N1CCOCC1
 : 0, 10, 1, 1.1, 1.1, -8, 1.2, 0.9, -11, 1.1
45) CC(=O)CNc1ccc(S(=O)(=O)N/N=C/c2ccccc2)cc1
 : 4, 7, 2, 1.5, 1, -7, 1.2, 0.9, -9, 1.1
46) Cc1cc(C)nc(Nc2ncc(O)n2-c2ccc(Br)cc2)n1
 : 17, 12, -2, 1, 1.1, -5, 1, 0.9, -6, 1.1
47) CCCCN(C)C(=O)C(Cc1ccccc1)NS(=O)(=O)c1ccc2c(c1)CCC(=O)N2 (stereo unspecified)
 : 0, 8, 4, 1, 1, -2, 1, 0.9, -12, 1
48) CN(C)S(=O)(=O)c1ccc(/C(O)=C2/C(=O)C(=O)N(Cc3cccnc3)C2c2ccncc2)cc1 (stereo unspecified)
 : -2, 11, 0, 1.1, 1, -1, 1.1, 0.9, -8, 1
49) O=C(O)CC1NC(=O)N(c2ccc(Cl)cc2)C1=O (stereo unspecified)
 : -1, 0, 1, 1, 1.1, -4, 1.1, 1, -11, 1
50) CC1(C)CC(=O)C2=C(C1)N=C1c3ccccc3C(=O)C1C2c1ccc(Cl)cc1 (stereo unspecified)
 : -42, 22, 0, 1, 1, 10, 1.1, 0.8, 9, 0.9
51) O=C(c1cccc(COc2cccc3ccccc23)c1)N1CCCC1
 : 6, 19, -2, 0.9, 1, 2, 0.7, 0.8, 0, 1
52) NCCCC[C@@H]1NC(=O)[C@H](CCC(=O)O)NC(=O)c2cc([N+](=O)[O-])cc(I)c2SC[C@@H](C(=O)NCC(N)=O)NC1=O
 : 6, 39, -9, 1.1, 1.1, 0, 1.5, 0.6, -6, 1
53) CCOc1ccc(OC(=O)C(CCS(C)(=O)=O)N2C(=O)c3ccccc3C2=O)cc1 (stereo unspecified)
 : 7, 13, 0, 0.9, 1, -2, 0.9, 0.9, -14, 1

From PubChem BioAssay
